Source: PubChem
Neddylation inh = inhibitors of human cullin neddylation | TR-FRET cullin neddylation, biochemical | AID 651699 | calls only at 25 µM | 0.58% of 360,000 active | P61081+Q13564; in the data active = inhibition above about 36%
Target sequence (P61081 whole entry, looked up): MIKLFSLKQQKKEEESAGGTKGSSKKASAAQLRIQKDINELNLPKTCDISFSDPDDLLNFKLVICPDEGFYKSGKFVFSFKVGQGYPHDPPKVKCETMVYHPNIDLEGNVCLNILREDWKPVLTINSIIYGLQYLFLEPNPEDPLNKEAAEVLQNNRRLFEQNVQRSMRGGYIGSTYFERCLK
Target sequence (Q13564 whole entry, looked up): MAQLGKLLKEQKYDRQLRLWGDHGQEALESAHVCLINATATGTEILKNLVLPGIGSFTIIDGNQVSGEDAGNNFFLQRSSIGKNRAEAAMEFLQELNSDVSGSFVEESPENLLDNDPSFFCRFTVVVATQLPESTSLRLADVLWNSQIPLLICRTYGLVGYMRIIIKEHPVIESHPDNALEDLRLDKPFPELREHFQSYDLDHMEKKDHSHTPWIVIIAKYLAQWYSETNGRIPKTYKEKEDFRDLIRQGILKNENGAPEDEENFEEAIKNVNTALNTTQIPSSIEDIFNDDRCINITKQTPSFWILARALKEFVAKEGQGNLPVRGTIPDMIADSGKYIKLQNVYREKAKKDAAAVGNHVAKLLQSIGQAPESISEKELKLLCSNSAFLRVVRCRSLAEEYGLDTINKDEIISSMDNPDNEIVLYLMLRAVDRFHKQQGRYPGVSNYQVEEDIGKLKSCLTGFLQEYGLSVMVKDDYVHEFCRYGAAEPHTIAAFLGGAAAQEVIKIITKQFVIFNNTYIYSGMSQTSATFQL
Rin1-Abl PPI inh = blocks binding of human Rin1 to Abl; TR-FRET Rin1/Abl binding, biochemical; 0.4% of 360,000 active; inhibition, % at 7.35 µM; P00519+Q13671; in the data active = inhibition above about 5%, passing the limit was not always enough
Rpn11 block = blocks the human proteasome subunit Rpn11; O00487; human 26S proteasome, Ub4-pepOG fluorescence polarization; 20S core pre-blocked with epoxomicin; calls only at 20 µM; 0.59% of 360,000 active;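 active = inhibition at 20 µM, scaled to each plate's controls, above about 33%, limit read from the data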
MT1-MMP act inh = inhibitors of human MT1-MMP activation. P50281. HT1080 RFP-PRO-GFP cells, GFP/RFP ratio fluorescence, overnight; percent of plate control window, DMSO zero. AID 651647. 0.061% of 360,000 active. GFP/RFP ratio change, % at 20 µM;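 active = GFP/RFP ratio change of at least 30% with cell ATP level not reduced by more than half and red fluorescence within 50% of control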; note: strong numbers were not always called active
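Test system: HT1080 cells expressing an RFP-PRO-GFP fluorescent reporter construct / Compound dosing: single-point 20 µM compound, 1% DMSO / Schedule: cells overnight before dosing, compound overnight, 37 °C, 5% CO2 / Evaluation: GFP/RFP fluorescence ratio / Control set: DMSO and RFP-L50D-GFP cell wells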
NadD inh = blocks S. aureus nicotinate mononucleotide adenylyltransferase | purified NadD enzyme, colorimetric absorbance read-out | inhibition, % at 20 µM | AID 602399 | 0.78% of 360,000 active; in the data active = inhibition above about 26%; note: some compounds past the cut are filed as inactive
SKN-1 block = inhibitors of C. elegans SKN-1. C. elegans VP596 Pgst-4::GFP/RFP ratio, acrylamide-induced, 24 h. inhibition, % at 21.8 µM. 0.49% of 360,000 active;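 active = interference check ratio from 0.5 to 1.5 plus GFP to RFP signal ratio inhibition reaching or exceeding a fixed threshold, cut at about 30% in these data, passing the limit was not always enough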; note: some compounds called inactive have numbers as strong as hits
CSN deneddyl inh = inhibitors of human CSN-mediated cullin deneddylation; Purified CSN, SCF-Nedd8-OG deneddylation, fluorescence polarization; inhibition, % at 12.5 µM; 0.38% of 360,000 active; Q92905;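 active = pattern-corrected inhibition above about 35%, with an unprinted fluorescence ratio check between 0.5 and 1.5, limit read from the data, passing the limit was not always enough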;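 note: 0% = enzyme with substrate and 100% = substrate without enzyme; some results filed as inactive read as strong as hits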
Target sequence (Q92905 whole entry, looked up, one chain of several): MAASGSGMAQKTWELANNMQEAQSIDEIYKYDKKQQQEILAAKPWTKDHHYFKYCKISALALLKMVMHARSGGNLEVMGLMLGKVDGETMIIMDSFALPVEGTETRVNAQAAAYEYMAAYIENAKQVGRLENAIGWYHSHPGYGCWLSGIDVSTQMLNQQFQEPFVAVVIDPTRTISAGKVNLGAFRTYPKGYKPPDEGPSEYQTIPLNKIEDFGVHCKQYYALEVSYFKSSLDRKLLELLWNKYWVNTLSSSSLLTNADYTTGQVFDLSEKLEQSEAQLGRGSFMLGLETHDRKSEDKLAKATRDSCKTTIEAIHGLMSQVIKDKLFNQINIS
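Test system: purified human Csn5 enzyme expressed in HEK293T cells. Amount: 0.24 nM enzyme. Reagent: SCFSkp2-Nedd8OG substrate at 10 nM final. Schedule: 90 min incubation of compound, enzyme and substrate at room temperature. Detection: fluorescence polarization. Read-out: % inhibition of substrate cleavage by Csn5.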
MLLE-PAM2 inh = blocks PAM2 peptide binding to the PABP1 MLLE domain | GST-MLLE / FITC-PAM2 fluorescence polarization | 0.36% of 360,000 active | P11940 | inhibition, % at 20 µM; in the data active = inhibition above about 35%, passing the limit was not always enough;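 note: plate controls were DMSO wells with GST-MLLE for no effect and wells lacking GST-MLLE protein for full effect; some results filed as inactive read as strong as hits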
FAS TE block = blocks the thioesterase domain of human fatty acid synthase; AID 602261; recombinant FAS-TE, OMFH fluorogenic substrate, fluorescence endpoint; inhibition, % at 15 µM; 0.67% of 360,000 active;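 active = compounds whose normalised, plate-corrected inhibition of enzyme fluorescence in the single-dose primary screen is 50% or more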;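 note: 0% = DMSO with enzyme and 100% = substrate without enzyme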
* hit, by the source's call; i = inactive; x = not tested or not shown.

SMILES | Neddylation inh | Rin1-Abl PPI inh | Rpn11 block | MT1-MMP act inh | NadD inh | SKN-1 block | CSN deneddyl inh | MLLE-PAM2 inh | FAS TE block
COc1ccc(C(=O)NCCCNC(=O)c2ccco2)cc1OC | i | 0.1 | i | 1.9 | -2.3 | -6.4 | -0.9 | 11.5 | -5.9
O=C(c1cc(-c2ccco2)on1)N1CCc2ccccc2C1 | i | 1.4 | i | -15.5 | 11.0 | 11.6 | 16.9 | -46.4 | 5.7
CC(CC(=O)O)CC(=O)NNC(=O)c1cccc(Br)c1 (stereo not given) | i | 5.9 | i | -2.1 | -3.2 | 0.0 | -4.1 | 5.6 | -5.9
Cc1ccc(S(=O)(=O)N2CCOCC2)cc1C(=O)NC1CCSc2ccccc21 (stereo not given) | i | -0.4 | i | -2.0 | -2.1 | -0.2 | 1.3 | -27.9 | 1.8
Cc1ccc(OCCSc2nnc(C)c(=O)n2N)cc1 | i | -2.0 | i | 0.9 | 4.7 | 1.2 | -8.1 | 10.1 | 2.7
OCC1OC(n2cnc3ncccc32)C(O)C1O (stereo not given) | i | -0.7 | i | 0.9 | 5.0 | 10.0 | 0.6 | 1.7 | -1.1
CC(C)=CCOc1ccc([C@@H]2COc3c(ccc4c3C=CC(C)(C)O4)C2)c(O)c1 | i | 1.2 | i | -4.5 | -2.1 | -0.2 | -1.5 | 12.6 | 9.3
Cc1ccccc1CN1CC2=C(CCN(Cc3ccccc3)C2=O)N2CCN=C12 | i | -1.9 | i | 4.7 | 2.2 | 8.4 | 3.9 | -10.0 | -0.9
O=S(=O)(c1cc(Cl)ccc1Cl)N1CCCC1 | i | 1.2 | i | 0.5 | -2.2 | -4.3 | 1.0 | 9.5 | -3.1
CCOC(=O)CN1C(=N)N(c2nc(NC(C)C)nc(NC(C)C)n2)CC1=O | i | -2.7 | i | 1.9 | -6.0 | 8.3 | -1.6 | 4.2 | -1.8
Cc1c(N2C(=O)/C(=C\c3cccc4ccccc34)SC2=S)c(=O)n(-c2ccccc2)n1C | i | 0.4 | i | -2.4 | 42.1* | 1.7 | 6.0 | 14.7 | 15.6
CCN(CC)C(=O)c1cccc(-c2csc(C(C)(NC(C)=O)c3ccc(OC)cc3)n2)c1 (stereo not given) | i | -0.2 | i | 1.8 | 0.5 | 2.1 | 0.5 | -9.6 | -1.7
CS(=O)(=O)N1CCC(C(=O)NCc2ccco2)CC1 | i | -2.3 | i | -1.5 | -0.6 | 9.9 | -2.2 | 4.0 | -2.8
COc1ccc(NC(=O)c2ccc3c(c2)C(=O)N(Cc2cccnc2)C3=O)c(OC)c1 | i | -1.8 | i | 5.5 | 4.7 | -0.5 | 19.3 | 0.1 | -4.8
COc1ccc(CC(N)c2csc(NC(=O)Nc3ccccc3C(C)(C)C)n2)cc1 (stereo not given) | i | -2.6 | i | -6.9 | 10.4 | 9.1 | -5.9 | 9.3 | -8.5
Cc1cc(OC(=O)c2cc(Cl)nc3ccccc23)ccc1Cl | i | -3.0 | i | -3.9 | 2.6 | 10.7 | 0.1 | -3.6 | 19.7
COc1cc(OC)c(OC)cc1/C=N/NC(=S)NCCN1CCOCC1 | i | -0.7 | i | -2.4 | -7.5 | 4.9 | -7.0 | -18.3 | -1.6
CCCCC(=O)N(C)c1c(CC)nc2c(OCC(=O)N3CCOCC3)cccn12 | i | -1.6 | i | 7.6 | 4.0 | 18.2 | -5.3 | -53.7 | -5.9
COc1ccccc1NC(=O)c1ccc(CN2CCOCC2)cc1 | i | 1.5 | i | 4.0 | 7.4 | 36.0* | 0.4 | -1.5 | -3.4
CN1CCN(C(=O)c2ccc3c(c2)N(Cc2ccc(F)cc2)C(=O)c2ccccc2S3=O)CC1 (stereo not given) | i | -0.1 | i | -3.5 | 4.1 | 6.8 | 3.2 | -7.6 | -2.0
CC(=O)N1c2ccc(S(=O)(=O)N3CCCC3)cc2CC1C(=O)NCc1ccc(N(C)C)cc1 (stereo not given) | i | 0.1 | i | 2.0 | -0.8 | -12.6 | -1.1 | 3.5 | -2.8
CCOC(=O)COc1ccccc1C(=O)c1cnn(-c2ccccc2)c1 | i | -2.2 | i | -0.1 | -5.2 | 2.7 | 0.8 | -11.1 | 0.9
COCc1cc(C)nc(SCC(=O)Nc2nc(C)cs2)c1C#N | i | -0.6 | i | 2.5 | 0.1 | 3.3 | -2.3 | 9.8 | -1.5
NS(=O)(=O)c1ccc(CCNC(=O)c2cc(-c3ccc(Br)cc3)nc3ccccc23)cc1 | i | -5.2 | i | -2.5 | 9.5 | 3.7 | 4.3 | -8.7 | -3.7
Cc1cccc(Nc2ncnc3ccccc23)c1 | i | -3.2 | i | -2.2 | 1.0 | 4.6 | -4.3 | -4.1 | -6.2
O=C(NN=C1CCCCCCC1)c1ccccn1 | i | -4.1 | i | 10.4 | 0.3 | 8.1 | -3.1 | 0.3 | -4.0
Cc1ccc(NC(=O)c2ccccc2)cc1-n1cnnn1 | i | 0.7 | i | -3.2 | 2.1 | 8.5 | -11.6 | -5.3 | -2.9
CC(C)CNC(=S)NC(=O)c1ccccc1Cl | i | 3.0 | i | 2.1 | -0.1 | 9.2 | -2.5 | -27.6 | 0.3
CN1CCN(S(=O)(=O)c2ccc3c4c(cccc24)C(=O)N3)CC1 | x | -3.3 | i | -1.7 | 1.7 | 6.7 | 3.3 | 25.2 | -4.1
COc1ccc(CCn2c(=N)c(C(=O)NCc3ccco3)cc3c(=O)n4ccccc4nc32)cc1 | i | -12.9 | i | -7.1 | 11.8 | 18.6 | 1.3 | -23.6 | 0.0
CCOc1cccc(NC(=O)CSc2sc3c(O)cc(=O)[nH]c3c2C#N)c1 | i | 0.5 | i | -2.0 | 3.4 | 0.2 | 3.5 | 5.2 | -2.2
CC12CCC(=O)N1C(C(=O)NNC(=O)COc1ccc(Br)cc1)CS2 (stereo not given) | i | 1.0 | i | -0.5 | 4.3 | 4.2 | 0.7 | 3.6 | -4.2
CSc1nc2c(c(=O)[nH]1)C(c1ccc(C(F)(F)F)cc1)CC(=O)N2 (stereo not given) | i | 3.9 | i | 0.4 | 6.3 | 8.7 | -8.1 | -9.6 | -0.7
COc1cccc(CCc2nnc(CCC(=O)NC(C)Cc3cccs3)o2)c1 (stereo not given) | i | -3.6 | i | 8.1 | -5.4 | -11.6 | 6.0 | 8.6 | -7.1
COc1ccccc1CNC(=O)Cn1cccc1C(=O)c1ccccc1C | i | 1.2 | i | -2.9 | -4.8 | 10.2 | 5.1 | 1.6 | -3.3
COC(=O)c1cc(NC(=O)COC(=O)CN2C(=O)C3CC=CCC3C2=O)cc(C(=O)OC)c1 (stereo not given) | i | 1.9 | i | 3.2 | -2.4 | 6.6 | 3.1 | -8.1 | -8.0
O=C(COC(=O)c1cc[n+]([O-])cc1)Nc1ccc(F)c([N+](=O)[O-])c1 | i | -7.5 | i | 3.3 | 3.9 | -1.8 | 1.2 | 6.6 | 0.0
COc1cccc(-c2cc(C(=O)N3CCN(C(c4ccccc4)c4ccccc4)CC3)no2)c1 | i | 2.6 | i | -15.1 | 8.6 | 3.7 | -3.3 | 4.8 | 35.6
O=C(N/N=C\c1c[nH]c2ccccc12)c1ccc(O)cc1 | i | -1.7 | i | -0.7 | -9.5 | 6.9 | -5.0 | -1.3 | -3.6
N=c1c(C(=O)NC2CCCC2)cc2c(=O)n3ccccc3nc2n1CC1CCCO1 (stereo not given) | x | -0.6 | i | 0.5 | -7.7 | 6.5 | -0.7 | 7.6 | -9.4
COC(=O)C1=C(C(=O)c2ccc(C)cc2)C(c2ccccc2)n2nnnc2N1 (stereo not given) | i | -2.3 | i | 4.3 | -0.4 | 12.5 | 2.6 | 12.3 | -3.9
CCc1ccc(NC(=O)C2CCN(S(C)(=O)=O)CC2)cc1 | i | -4.6 | i | -3.3 | -0.9 | 13.5 | 3.5 | 9.7 | -5.1
CNC(=O)c1ccc(=O)n(Cc2cccc(C(F)(F)F)c2)c1 | i | -0.2 | i | -4.8 | 5.0 | 7.7 | 0.3 | -0.5 | -6.1
CC1(C)CC2CC(C)(CN2C(=O)COC(=O)c2ccc(Cl)c(N)c2)C1 (stereo not given) | i | -3.8 | i | 3.7 | -1.6 | -18.2 | -6.7 | -5.6 | 1.2
Cc1cc(=O)oc2cc(OCC(=O)NC3CCN(Cc4ccccc4)CC3)ccc12 | i | 1.0 | i | 0.4 | -1.9 | -19.4 | -0.7 | -8.1 | -7.2
CCN(CC)Cc1cc(C(C)=O)ccc1OCC(C)C | i | 6.2 | i | -0.4 | -5.4 | 7.8 | -2.2 | -12.4 | -4.6
O=CN1c2ccccc2CSc2ccccc21 | i | -2.6 | i | 2.1 | 0.4 | -15.5 | 5.5 | 1.3 | -0.1
Cc1ccc(-c2nnc(Nc3ccc4c(c3)nc(C)n4C)c3ccccc23)cc1 | i | -5.1 | i | 11.2 | -3.5 | 6.4 | -0.9 | -9.8 | 1.4
CCN1N=C(c2ccccc2)Cn2c1nc1ccccc12 | x | 0.8 | i | -4.6 | 4.1 | 0.9 | 1.8 | 9.3 | -1.6
Cn1c(=O)cc(C(=O)N/N=C/c2ccc(F)cc2)[nH]c1=O | i | -4.3 | i | -4.7 | 0.6 | 0.7 | 3.7 | -6.3 | -7.7
CCOc1c(OC)cccc1C1CC(=O)Nc2cc(OC)c(OC)cc21 (stereo not given) | i | 0.1 | i | 0.6 | 0.6 | -6.7 | 6.9 | 1.5 | -0.4
N#C/C(=C\c1cccc(OCC(=O)O)c1)c1nc2ccccc2[nH]1 | i | -2.2 | i | -2.9 | 9.9 | 12.0 | 5.2 | 1.2 | -4.9
O=C(COc1ccc(-c2ccccc2)cc1)N1CCCC1 | i | 0.1 | i | 0.9 | -5.2 | 2.5 | 1.6 | 12.2 | -5.8
Cc1ccc2c(c1)-c1c(ssc1=S)C(C)(C)N2C(=O)CSc1nncn1C | i | -5.1 | i | -2.4 | 5.0 | -6.0 | -6.2 | 25.0 | -11.4
CCOC(=O)C(C(C)=O)C(c1ccc(OC)cc1)C(C(C)=O)C(=O)OCC (stereo not given) | i | -1.4 | i | 1.1 | 3.1 | 12.1 | 1.3 | 1.3 | -4.7
O=C(CNC(=O)c1ccc(S(=O)(=O)N2CCCCC2)cc1)N/N=C/c1ccco1 | i | -0.9 | i | -2.2 | 1.7 | -4.7 | 3.8 | -10.8 | -7.0

Record cards, from the list above. Values in the order: Neddylation inh	Rin1-Abl PPI inh	Rpn11 block	MT1-MMP act inh	NadD inh	SKN-1 block	CSN deneddyl inh	MLLE-PAM2 inh	FAS TE block
Record of CCOC(=O)C(C(C)=O)C(c1ccc(OC)cc1)C(C(C)=O)C(=O)OCC (stereo not given) → i	-1.4	i	1.1	3.1	12.1	1.3	1.3	-4.7
Record of O=C(COc1ccc(-c2ccccc2)cc1)N1CCCC1 → i	0.1	i	0.9	-5.2	2.5	1.6	12.2	-5.8
Record of Cn1c(=O)cc(C(=O)N/N=C/c2ccc(F)cc2)[nH]c1=O → i	-4.3	i	-4.7	0.6	0.7	3.7	-6.3	-7.7
Record of Cc1ccc2c(c1)-c1c(ssc1=S)C(C)(C)N2C(=O)CSc1nncn1C → i	-5.1	i	-2.4	5.0	-6.0	-6.2	25.0	-11.4
